High-throughput results deposited in PubChem by several laboratories.
Cardio protect = modulators protecting cardiomyocytes from myocardial damage; H9c2 cardiomyocytes, H2O2 injury protection, ATPLite, 2 h; 360,000 tested, 0.63% active; protection from H2O2 cell death, % at 20 µM;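 active = compounds giving at least 50% protection of heart cells from peroxide-induced death in the single-dose screen, raw or plate-pattern-corrected value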;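 also: 0% = DMSO wells with peroxide and 100% = DMSO wells without peroxide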
m5-HT2A agonist = agonists of mouse serotonin 5-HT2A receptor (HTR2A) | P35363 | CHO-K1 mHTR2A beta-arrestin complementation, luminescence; percent of 30 µM serotonin response | activation, % at 7.6 µM | 360,000 tested, 0.66% active;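 active = activation above a run cutoff, the mean activation of all tested compounds plus 3 SD, cut at about 14% in these data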;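 also: 0% = plate median of compound wells and 100% = 30 µM serotonin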
Vif imaging = blocks HIV Vif function | HEK293T cells, Vif self-association by quenched fluorescence, imaging, 24 h | inhibition, % at 7.49 µM | 340,000 tested, 0.35% active; in the data active = inhibition above about 50%, passing the limit was not always enough; also: some results filed as inactive read as strong as hits
MC4R antag cAMP = human MC4R antagonism in cAMP assay; 360,000 tested, 0.48% active; inhibition, % at 6.5 µM; MC4R-expressing cells, MTII-stimulated cAMP, LANCE TR-FRET; P32245;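 active = inhibition above its plate's cutoff, the mean of tested wells on that plate plus 3 SD, cut at about 29% in these data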;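 also: 0% = Melanotan II alone and 100% = Melanotan II plus saturating MCL0020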
Target sequence (P32245 whole entry, looked up): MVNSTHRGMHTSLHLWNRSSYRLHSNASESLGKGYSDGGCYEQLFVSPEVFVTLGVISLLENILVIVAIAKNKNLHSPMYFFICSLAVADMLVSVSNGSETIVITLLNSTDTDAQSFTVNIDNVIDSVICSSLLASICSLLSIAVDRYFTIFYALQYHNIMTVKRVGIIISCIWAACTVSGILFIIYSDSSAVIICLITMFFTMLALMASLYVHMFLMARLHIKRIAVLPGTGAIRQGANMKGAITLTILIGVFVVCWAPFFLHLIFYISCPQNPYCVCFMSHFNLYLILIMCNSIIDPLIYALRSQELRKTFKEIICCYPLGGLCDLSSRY
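Test system: U2OS cells stably expressing human melanocortin 4 receptor (MC4R); also added: Melanotan II challenge; compound: 6.5 µM single dose; timing: 30-min compound preincubation, 1-h Melanotan II challenge, 1-h detection, room temperature; signal: Eu-cAMP/anti-cAMP TR-FRET, emission 671 nm; repeats: one well per compound, no replicates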
Glyco luc inh = N-linked glycosylation inhibition. D54 ERlucT glycosylation luciferase reporter, 24 h; percent of 100 nM tunicamycin response. reporter increase, % at 12.5 µM. 360,000 tested, 0.23% active;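 active = mean luciferase reporter signal, scaled so untreated is 0 and the glycosylation-blocking control 100, at or above a set limit in every replicate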;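 also: luciferase carries N-glycosylation sites so blocking glycosylation raises the light; 0% = median of neutral control wells and 100% = median of 100 nM tunicamycin wells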
CaV13 ICDI inh = Disruptors of the CACNA1D IQ motif to Ca2+-dependent inactivation inhibitor domain association, primary screening, Förster resonance energy transfer in intact living … | HEK cells, CFP/YFP FRET ICDI-IQ, plate reader, 10 min; percent FRET-ratio fall versus neutral wells | inhibition, % at 12.3 µM | 340,000 tested, 0.098% active;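 active = mean replicate inhibition of at least 30% and at least 1% of replicates passing that level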;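 also: 0% = median of the neutral control wells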
aDG glyco up = increases alpha dystroglycan glycosylation; Pro5-aDG cells, alpha-DG glycosylation AlphaScreen (IIH6); 0% Pro5, 100% B10-LARGE cell signal; activation, % at 10 µM; 360,000 tested, 0.22% active; AID 624168;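 active = activation of at least 8% versus controls, or a plate z-score of at least 8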;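 also: Pro5 are CHO cells carrying HIG-tagged alpha-DG that lacks glycosylation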
ABCB6 inh MLPCN = inhibitors of human ABC transporter ABCB6; Q9NP58; K562-ABCB6 porphyrin accumulation, flow cytometry, 1 h; active compounds read low; fluorescence ratio to DMSO, % at 10 µM; 360,000 tested, 0.19% active; AID 602162;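 active = fluorescence ratio to DMSO below 75%, the collection mean minus 3 SD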;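 also: signal is porphyrin accumulated inside mitochondria; 100% equals median channel fluorescence of DMSO control wells; lower ratio means ABCB6 inhibition with less porphyrin fluorescence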
MC4R ag barr = activates human MC4R beta-arrestin recruitment | activation, % at 8.9 µM | P32245 | 360,000 tested, 0.98% active | U2OS MC4R beta-arrestin complementation, luminescence; percent of melanotan II response, DMSO zero;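 active = activation above a per-plate cutoff, the mean activation of sample wells on that plate plus 3 SD, cut at about 8% in these data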
PDI inh = inhibitors of human protein disulfide isomerase; AID 588391; 350,000 tested, 0.052% active; PDI insulin aggregation turbidity, A650, 90 min; inhibition, % at 10 µM; P07237;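 active = mean inhibition across replicates of 30% or more, whatever share of single replicates reach that level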;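 also: absorbance from insulin aggregation driven by PDI reduction with DTT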
Target sequence (P07237 whole entry, looked up): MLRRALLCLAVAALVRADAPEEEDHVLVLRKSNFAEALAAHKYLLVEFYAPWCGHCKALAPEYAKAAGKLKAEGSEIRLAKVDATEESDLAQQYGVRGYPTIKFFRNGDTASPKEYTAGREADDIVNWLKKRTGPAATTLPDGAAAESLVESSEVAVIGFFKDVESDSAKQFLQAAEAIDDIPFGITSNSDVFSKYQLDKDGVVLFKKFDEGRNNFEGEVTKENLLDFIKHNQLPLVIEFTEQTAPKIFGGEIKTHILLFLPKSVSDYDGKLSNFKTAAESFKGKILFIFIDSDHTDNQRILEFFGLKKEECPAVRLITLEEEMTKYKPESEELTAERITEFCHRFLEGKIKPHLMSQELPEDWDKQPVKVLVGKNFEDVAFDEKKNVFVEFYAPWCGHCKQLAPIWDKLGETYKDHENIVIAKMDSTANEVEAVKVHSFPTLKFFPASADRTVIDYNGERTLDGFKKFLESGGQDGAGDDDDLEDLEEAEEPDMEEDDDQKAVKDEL
* marks the source's active call; other numbers are inactive results; . = not tested or not shown.

SMILES	Cardio protect	m5-HT2A agonist	Vif imaging	MC4R antag cAMP	Glyco luc inh	CaV13 ICDI inh	aDG glyco up	ABCB6 inh MLPCN	MC4R ag barr	PDI inh
COCCCn1c(SCC(=O)N2CCCC2=O)nc2ccccc2c1=O	2	2	.	-4	0	-16	-0.3	100	0.5	-60
O=C(NNC(=O)c1sc2cccc(Cl)c2c1Cl)NC1CCCCC1	7	3	-11	-2	1	-2	-0.2	92	1.2	-13
COC(=O)[C@H](CCSC)NC(=O)Cn1ccc(NC(=O)OCc2ccccc2)nc1=O	-2	5	0	14	1	-6	0.7	100	1.7	1
CC(C)n1nnnc1-c1ccc(Cl)cc1	1	2	1	-2	0	-5	-0.4	99	2.1	-2
CC(NC(=O)c1ccco1)c1ccc2c(c1)OCO2 (configuration not stated)	-6	4	2	3	-1	.	-0.1	104	-2.6	-5
Cc1ccc(SCC2CNc3nc4ccccc4c(=O)n32)c(C)c1 (configuration not stated)	12	-2	-8	10	1	-5	0.1	91	-1.2	-6
Cc1cccc(NC(=O)c2cccc(NC3=NC4CS(=O)(=O)CC4S3)c2)c1 (configuration not stated)	-2	-1	9	2	0	-5	-0.3	98	-1.0	.
C1CCN=C(Nc2nn[nH]n2)CC1	-1	1	6	10	1	-5	-0.2	100	-2.1	2
CSc1ncccc1C(=O)OCC(=O)N1CCN(C(=O)c2ccco2)CC1	-6	6	0	4	1	-2	-0.2	98	-1.3	2
CCOC(=O)N1CCN(C(=O)Cn2nc(C)n3nc(-c4ccccc4)cc3c2=O)CC1	2	-2	3	4	-1	-6	-0.1	98	2.8	5
CCOC(=O)C1(Cc2cccc(OC)c2)CCCN(Cc2c(C)nn(C(C)C)c2C)C1 (configuration not stated)	2	3	10	2	1	-8	0.1	96	-0.7	-3
O=C(Nc1nc2cc3c(cc2s1)OCCO3)c1cccc(N2C(=O)CCC2=O)c1	-15	4	-18	9	-2	6	-0.3	97	-0.6	.
CC(C(=O)O)C(=O)O	16	-5	-8	6	1	-4	0.0	101	0.2	5
COc1cc(C(=O)NCCC2=CCCCC2)ccc1OCc1c(C)noc1C	7	-4	.	-2	2	-1	0.0	99	-0.6	10
CCN(C(=O)CN1C(=O)COc2ccc(S(=O)(=O)N3CCCCCC3)cc21)c1cccc(C)c1	5	1	-15	-15	-9	-14	-0.1	98	-4.1	-6
O=C(NCc1ccccc1)C(c1cccnc1)N(Cc1ccco1)C(=O)c1ccccn1 (configuration not stated)	8	-4	12	3	0	-4	-0.1	93	-1.8	-2
CC(C)c1ccc(NC2CCCN(C(=O)CCc3cnn(C)c3)C2)cc1 (configuration not stated)	1	11	-4	-3	2	-7	0.1	97	-2.1	19
COc1ccc(C)cc1-n1nnnc1SC/C(O)=C(\C#N)c1nc2ccccc2[nH]1	-7	0	-7	1	-1	-3	0.2	99	2.0	0
O=C(Nc1nc2ccc(S(=O)(=O)N3CCCCC3)cc2s1)c1cccnc1	0	-8	-3	6	1	-5	0.2	114	-1.6	-2
CCCCCN(C(=O)CCC(=O)OCC(=O)NC1CCC(C)CC1)c1c(N)n(CCCC)c(=O)[nH]c1=O (configuration not stated)	-3	4	0	1	-1	-2	1.6	104	1.4	3
CC(C)CN1CCN(Cc2ccc(C#CC(C)(C)O)cc2)CC1CCO (configuration not stated)	-1	-1	3	11	-1	-4	0.0	92	-0.5	0
Cc1cc(C)c(C#N)c(SCC(=O)N2CCN(Cc3ccccc3)CC2)n1	2	-4	7	13	-1	.	0.3	94	0.5	12
CC1CCCCC1NC(=O)CN1CCN(Cc2ccccc2Cl)C1=O (configuration not stated)	7	-1	-4	3	2	-6	0.2	99	0.0	-3
CCOc1ccc(S(=O)(=O)NN=C(C)c2cccnc2)cc1	-2	5	47	0	0	-3	0.6	79	-0.9	4
COc1cccc(NC(C)(C)c2nnnn2-c2c(C)cccc2C)c1	3	2	.	4	-1	-4	-0.1	98	-1.9	-7
CCc1nc2c(OCCc3cccc(OC)c3)cccn2c1N(C=O)Cc1ccccc1	-8	0	-7	15	-3	-11	0.7	97	0.9	-11
COc1ccccc1/C=C/C(=O)NC(=S)N1CCOCC1	5	0	-8	-6	5	-6	0.0	94	-2.6	16
CC(OC(=O)c1ccc2c(c1)S(=O)(=O)c1ccccc1C2=O)C(N)=O (configuration not stated)	6	1	9	-1	0	-3	-0.2	95	-2.0	8
CCC(C)NS(=O)(=O)c1ccc(NC(=O)c2ccc([N+](=O)[O-])cc2Cl)cc1 (configuration not stated)	2	3	-3	8	2	-4	-0.2	100	-1.5	13
O=C(CCn1cccc1)NCc1ccccc1	20	1	0	-1	-2	.	-0.1	94	-3.0	4
Cc1ccc2ncc(S(=O)(=O)c3ccccc3)c(N3CCCCC3C)c2c1 (configuration not stated)	-31	6	4	4	-2	-5	0.0	99	2.3	12
O=C1CC(c2ccccc2)=Nc2ccccc2N1	0	1	-4	16	1	-9	0.0	97	-0.1	-4
O=C(CCCOC(=O)c1ccc(O)cc1O)c1ccc(F)cc1	-11	-1	1	-2	-5	-2	0.5	97	0.4	-5
CC(CNC(=O)c1ccc(NC2=NC3CS(=O)(=O)CC3S2)cc1)c1ccccc1 (configuration not stated)	3	-4	0	13	1	-5	-0.1	105	0.1	.
Cc1ccc2c(Cl)c(C(=O)NCCc3ccccc3)sc2c1	-15	3	4	3	-3	-4	0.1	100	0.4	-15
Cc1ccc(N2C(=O)c3ccccc3C2Nc2cccnc2)nc1 (configuration not stated)	0	-1	-11	9	2	5	-0.2	100	1.1	.
CN(C)CCCNc1ncnc2oc(-c3ccccc3)c(-c3ccccc3)c12	-8	-13	3	6	-1	-4	0.4	96	-0.3	-7
O=C(c1ccc(Cl)cc1)C1CCN(C(=O)NC2CCCCC2)CC1	-11	-2	-7	2	-6	-9	0.7	97	0.3	0
C=C(C)COc1ccc2c(c1)CCC1C2CCC2(C)C(=O)C(=NO)CC12 (configuration not stated)	-18	5	4	3	-1	-5	0.6	95	4.5	11
CSc1nc(N)nc(C2CC2)n1	-2	-2	0	-9	1	-5	-0.2	94	0.2	-10
C=CCn1c(SCC(=O)Nc2ccccc2OC)nnc1-c1ccccn1	4	4	-3	3	0	-4	0.0	96	0.5	11
CCOc1ccccc1C(=O)NCC(=O)NCCCc1ccccc1	-4	-1	-11	1	1	2	0.2	98	-1.4	-1
Cc1nn(CC#N)c(=O)n1-c1ccccc1F	2	0	14	1	1	-2	-0.1	98	-1.8	-2
Cc1cc(C)c2c(N)c(C(=O)c3ccc(Cl)c(Cl)c3)sc2n1	-7	2	-8	-1	-6	-14	-0.4	94	-2.6	29
CC1CC(C)(C)NC(=S)N1CCCC(=O)Nc1ccc(Br)cc1 (configuration not stated)	-1	-1	3	2	2	5	0.1	101	0.6	-5
O=C(Nc1ccc(Oc2ccccc2)nc1)C1CCN(Cc2ccco2)CC1	9	0	0	1	1	-10	-0.3	93	-2.7	-4
COc1ccccc1NC(=O)COC(=O)c1ccc([N+](=O)[O-])s1	26	-1	2	10	3	7	1.7	99	-3.2	4
C/C(=N\OCC(=O)Nn1c(C)nc2ccccc2c1=O)c1cccs1	4	-1	-1	-3	2	-2	0.0	101	-3.2	12
O=C(COc1ccc(F)cc1)Nc1nnc(C2CCCCC2)s1	4	2	-3	-2	1	-4	0.3	95	1.1	-5
COc1ccccc1CN1CC(C(=O)NC2CCOCC2)CCC1=O (configuration not stated)	7	-5	.	0	2	-5	-0.2	98	-0.6	15
(further entries)
SMILES	Cardio protect	m5-HT2A agonist	Vif imaging	MC4R antag cAMP	Glyco luc inh	CaV13 ICDI inh	aDG glyco up	ABCB6 inh MLPCN	MC4R ag barr	PDI inh
CN(C)c1ccc(/C=N/NC2=NS(=O)(=O)c3ccccc32)cc1	-3	-4	-3	-14	2	-3	0.0	99	-1.5	14
CC(=O)c1c(C)[nH]c(C(=O)OCC(=O)Nc2sc3c(c2C#N)CCC(C)C3)c1C (configuration not stated)	-17	.	-18	.	0	-7	0.5	99	.	4
CCCn1c(=S)[nH]c2cc(C(=O)N3CCc4ccccc43)ccc2c1=O	-10	1	-12	6	-1	-4	1.0	93	-0.7	-6
CN(C(=O)COC(=O)C(C)(C)Oc1ccc(Cl)cc1)c1c(N)n(Cc2ccccc2)c(=O)[nH]c1=O	6	-1	30	3	0	-4	-0.1	99	3.6	29
CC1CCC(C(=O)NC(C(=O)Nc2ccccn2)C(C)C)CC1 (configuration not stated)	-2	1	3	5	0	-3	0.0	94	0.2	-27
CCN(CC)S(=O)(=O)c1ccc(C(=O)NCc2n[nH]c(=S)n2-c2ccccc2OC)cc1	-3	0	21	12	0	.	3.2	100	-1.3	-3
COc1ccc(-c2nc(NC(=O)c3ccc(OCC(=O)N4CCOCC4)c(OC)c3)sc2C)cc1	62*	0	-24	1	-1	-3	-0.3	93	3.5	-4
COCCN(CCOC)S(=O)(=O)c1ccc(C(=O)Nc2nc3c(s2)CCc2ccccc2-3)cc1	-6	4	-4	7	0	-5	0.4	99	16*	-11
COc1cccc(/C=C2\SC(=S)NC2=O)c1OS(=O)(=O)c1ccc(NC(C)=O)cc1	12	1	-1	2	1	-8	0.0	103	2.7	-1
O=C(Cc1ccsc1)Nc1cc(F)ccc1F	-6	-5	24	3	1	-3	-0.1	98	-3.0	-2

5 entries picked at random from those above, as already listed:
SMILES	Cardio protect	m5-HT2A agonist	Vif imaging	MC4R antag cAMP	Glyco luc inh	CaV13 ICDI inh	aDG glyco up	ABCB6 inh MLPCN	MC4R ag barr	PDI inh
COCCN(CCOC)S(=O)(=O)c1ccc(C(=O)Nc2nc3c(s2)CCc2ccccc2-3)cc1	-6	4	-4	7	0	-5	0.4	99	16*	-11
CN(C)c1ccc(/C=N/NC2=NS(=O)(=O)c3ccccc32)cc1	-3	-4	-3	-14	2	-3	0.0	99	-1.5	14
CC1CCC(C(=O)NC(C(=O)Nc2ccccn2)C(C)C)CC1 (configuration not stated)	-2	1	3	5	0	-3	0.0	94	0.2	-27
O=C(Cc1ccsc1)Nc1cc(F)ccc1F	-6	-5	24	3	1	-3	-0.1	98	-3.0	-2
COc1cccc(/C=C2\SC(=S)NC2=O)c1OS(=O)(=O)c1ccc(NC(C)=O)cc1	12	1	-1	2	1	-8	0.0	103	2.7	-1

Going on with the list.
SMILES	Cardio protect	m5-HT2A agonist	Vif imaging	MC4R antag cAMP	Glyco luc inh	CaV13 ICDI inh	aDG glyco up	ABCB6 inh MLPCN	MC4R ag barr	PDI inh
CN(Cc1ccccc1)C(=O)c1ccc(NC(=O)Cc2cccc(NC(=O)C3CCCN(C(=O)C4CCCCC4)C3)c2)cc1 (configuration not stated)	-14	-1	-1	5	0	-5	-0.1	100	0.7	3
CC(=O)c1c(C)nc2ccc(Br)cc2c1C(=O)O	1	5	2	3	1	-6	-0.2	92	-1.1	10
COc1ccc(Nc2nc(N3CCCC3)c3ccccc3n2)cc1	-26	-6	24	-14	-3	-5	-0.3	108	3.5	2
CCOC(=O)CSc1nc2cc(C(=O)NCc3ccco3)ccc2c(=O)n1C1CCCCC1	11	3	3	5	2	-9	0.0	99	0.0	3
